HIV fusion peptide: inhibitors of HIV fusion peptide binding, primary screen, biochemical, uHTS, fluorescence dequenching (AID 1986); cell-free peptide binding, fluorescence dequenching, 30 min; higher % means a stronger effect; actives 0.3% (n = 290,000); one-dose inhibition, % at 20 µM; IC50 in µM for titrated hits; in the data active = inhibition mostly above about 52%, no sharp cut-off; inactive = mostly below about 76%; also: some results filed as inactive read as strong as hits
LYP phosphatase: PTPN22 lymphoid phosphatase activity blockers – biochemical, fluorescence intensity, uHTS (AID 1779); recombinant LYP phosphatase, fluorescence intensity; higher % means a stronger effect; inhibition, % at 11.5 µM, or IC50 in µM where a hit was titrated; actives 0.054% (n = 290,000); in the data active = inhibition above about 50%;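 also: plate controls were vehicle with enzyme for no effect and no enzyme for full effect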
Siah-1 displacement: blockers of Siah-1 interaction with plectin peptide – biochemical, fluorescence polarization, rhodamine-plectin, uHTS, primary screen (AID 1817); actives 0.02% (n = 290,000); Siah-1 / rhodamine-plectin peptide fluorescence polarization; higher % means a stronger effect; displacement, % at 20 µM; hits with a dose series show IC50 in µM;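 active = displacement of at least 50% at 20 µM, with a fluorescence ratio check between 0.3 and a set limit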;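 also: plate controls were Siah plus tracer with DMSO for no effect and tracer alone without Siah for full effect; strong numbers were not always called active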
Dengue-2 NS5 capping: flavivirus cap methylation enzyme inhibition – biochemical, confirmation dose response, primary screen (AID 588689) | Dengue-2 NS5 methyltransferase capping enzyme assay, biochemical; higher % means a stronger effect | inhibition, % at 25 µM; hits with a dose series show IC50 in µM | actives 0.3% (n = 340,000); in the data active = a potency from the dose series; inconclusive = inhibition above about 29% without an active follow-up result
RSV CPE inhibition: inhibition of RSV-induced cytopathic effect – HEp-2 cells, primary 10 µM value included (AID 2391); HEp-2 cells, RSV-induced CPE inhibition; higher % means a stronger effect; actives 0.13% (n = 310,000); CPE inhibition, % at 10 µM, or IC50 in µM where a hit was titrated; in the data active = a potency from the dose series; inconclusive = CPE inhibition mostly from about 23% at the one dose, without a potency; inactive = the rest, 99 in 100 with CPE inhibition below about 21%; also: strong numbers were not always called active
MgcRacGAP inhibition: MgcRacGAP GTPase-activating activity inhibitors, confirmation, biochemical, ADP Hunter fluorescence. MgcRacGAP-stimulated Rac1 GTP hydrolysis, ADP Hunter fluorescence; higher % means a stronger effect; GST-tagged Rac1 F28L mutant substrate. inhibition, % at 30 µM; hits with a dose series show IC50 in µM. actives 0.6% (n = 340,000);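 active = first-screen hits whose inhibition reached a set limit at any dose in the follow-up dose series; inconclusive = inhibition above the set first-screen limit but never retested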;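 also: fluorescence reports GDP produced by GAP-driven GTP hydrolysis; strong numbers were not always called active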
AID2073: inhibitors of Mint1-CaV2.2 protein interaction, biochemical, HTRF (AID 2073) | HTRF protein-protein interaction, Mint1-CaV2.2; higher % means a stronger effect | one-dose inhibition, % at 20 µM; IC50 in µM for titrated hits | actives 0.19% (n = 290,000); in the data active = inhibition mostly above about 51%, no sharp cut-off; inconclusive = no clear call, values can overlap the other calls; inactive = mostly below about 53%; also: some results filed as inactive read as strong as hits
XIAP displacement: small molecules displacing peptide from XIAP – biochemical, IAP family, fluorescence polarization (AID 1018); XIAP BIR domain, fluorescence polarization peptide displacement; higher % means a stronger effect; displacement, % at 20 µM; hits with a dose series show IC50 in µM; actives 0.007% (n = 200,000); in the data active = displacement above about 50%; also: a part of the inactive calls stands beside numbers as strong as those of hits
SV40 large T antigen: TAg ATPase/helicase activity blockers – biochemical (AID 1903) | actives 0.39% (n = 310,000) | inhibition, % at 20 µM; hits with a dose series show IC50 in µM | SV40 large T antigen ATPase/helicase inhibition assay; higher % means a stronger effect; in the data active = a potency from the dose series; inconclusive = inhibition mostly from about 32% at the one dose, without a potency; inactive = the rest, 99 in 100 with inhibition below about 32%; also: strong numbers were not always called active
Dengue-2 NS5 capping pilot replicate: recorded beside Dengue-2 NS5 capping, whose call it bears; inhibition, %; measured here: pilot screen replicate inhibition
An asterisk follows results filed as active; ? = inconclusive; . = no result given. Compounds were not picked by outcome. Share with any hit: about 1.7%.

SMILES	HIV fusion peptide	LYP phosphatase	Siah-1 displacement	Dengue-2 NS5 capping	RSV CPE inhibition	MgcRacGAP inhibition	AID2073	XIAP displacement	SV40 large T antigen	others
O=C(Nc1ccc(S(=O)(=O)N2CCCC2)cc1)c1cccnc1Cl	.	.	.	-8%	-0.7%	4%	.	.	3%
CCC(=O)N1CCN(c2ccc(NC(=O)c3ccc(N4CCCC4)c([N+](=O)[O-])c3)cc2)CC1	-0.2%	4%	-2%	-14%	2.1%	9%	8%	2.1%	6%
O=C(Nc1ccc(S(=O)(=O)N2CCCCC2)cc1)c1ccncc1	-1.6%	-4%	4%	-3%	9.3%	6%	1%	-3.4%	26%
COc1ccccc1-c1nn2c(-c3ccccc3Cl)nnc2s1	0.9%	-8%	5%	.	.	.	6%	-4.7%	.
Cc1noc(/C=C/Nc2ccc(F)cc2F)c1[N+](=O)[O-]	11%	-1%	8%	-27%	-0.8%	9%	10%	-4.1%	13%
COCCNC(=O)c1ccccc1-c1nc(-c2ccccc2OC)no1	-2.7%	2%	0%	-10%	-0.6%	4%	-2%	-2.4%	0%
COc1ccccc1/C=N/Nc1cc(C)nc2ccc(C)cc12	-2.4%	-9%	-6%	-6%	1.2%	14%	9%	.	8%
O=C(Nc1ccc(F)cc1)C1C2CCC3C(CCC21)C3(Cl)Cl (configuration not stated)	1.0%	-5%	12%	.	3.5%	.	-13%	.	8%
Cc1ccc(C2=NN(C(=O)CCCC(=O)O)C(c3ccco3)C2)cc1 (configuration not stated)	9.2%	4%	3%	-6%	1.6%	4%	11%	-17%	26%
CCOC(=O)c1c(C)[nH]c(C)c1S(=O)(=O)N(C)CC(=O)Nc1cccc(F)c1	-1.4%	-7%	1%	1%	2.3%	14%	7%	.	11%
COCc1nc2c([nH]1)c(=O)n(C)c(=O)n2CC(C)C	.	.	.	10%	1.8%	3%	.	.	20%
CSc1sccc1/C=C(/C#N)C(=O)c1ccco1	30%	-9%	-2%	>100µM*	-0.4%	23µM*	10%	.	29%
Nc1ccc(NC(=O)c2cccs2)c(Cl)c1	5.0%	-2%	4%	-7%	-2.3%	7%	0%	-1.6%	8%
CCCCn1nc2cc(C(=O)NCC34CC5CC(CC(C5)C3)C4)ccc2c1OC	1.3%	-3%	4%	-3%	15%	2%	8%	-1.9%	8%
Cc1cccc(N2C(=O)C3CC3C2=O)c1 (configuration not stated)	-0.8%	-4%	8%	-1%	2.4%	2%	6%	-5.7%	-4%
CC(C)c1ccc(NCCC(=O)c2ccc(Br)cc2)cc1	0.2%	-3%	3%	-6%	1.5%	13%	3%	-1.7%	5%
N#Cc1ccc(CSc2nnc(NC(=O)c3ccc(=O)[nH]c3)s2)cc1	0.1%	2%	6%	5%	0.4%	14%	-2%	.	20%
COc1cccc(-c2cc3nc4c(c(N5CCC6(CC5)OCCO6)n3n2)CCCC4)c1	-1.1%	7%	0%	-1%	20%	4%	15%	3.1%	10%
Cn1c(=O)cc(OCCCC(=O)N2CCCCC2)c2ccccc21	0.6%	-7%	7%	-3%	0.4%	5%	6%	-1.2%	9%	Dengue-2 NS5 capping pilot replicate=-0.3
Cc1cccc(CC(=O)NCC2CCCCC2)c1	-0.8%	-6%	13%	-14%	2.6%	11%	2%	.	9%
O=C(O)CSCC(=O)NCc1ccccc1Cl	0.3%	-9%	2%	0%	1.8%	-19%	0%	-6.2%	12%
COc1ccc(C2c3[nH]c4ccccc4c3CCN2CCCn2cccn2)cc1C (configuration not stated)	1.0%	-9%	-1%	.	5.5%	-6%	7%	-2.5%	-5%
CN(C)CCCN(C(=O)c1ccc(Cl)s1)c1nc2cc3c(cc2s1)OCO3	0.4%	-3%	-4%	3%	-0.1%	11%	-6%	.	9%
O=C(Cn1nnc(-c2ccc(CN3CCOCC3)cc2)n1)N1CCCc2ccccc21	-2.2%	-11%	0%	-3%	0.9%	8%	4%	-4.5%	13%	Dengue-2 NS5 capping pilot replicate=0.3
COc1ccc(CCNC(=O)C(C)c2ccc([N+](=O)[O-])cc2)cc1 (configuration not stated)	1.5%	-6%	8%	6%	1.6%	8%	3%	-5.8%	5%
SMILES	HIV fusion peptide	LYP phosphatase	Siah-1 displacement	Dengue-2 NS5 capping	RSV CPE inhibition	MgcRacGAP inhibition	AID2073	XIAP displacement	SV40 large T antigen	others
CCOC(=O)C1CCN(c2nc3ccccc3nc2C(C#N)C(=O)OC(C)COC)CC1 (configuration not stated)	0.9%	2%	-1%	-22%	1.5%	12%	0%	-0.5%	2%
COc1ccc(/C(O)=C/Sc2nnc(Cc3ccccc3)o2)cc1	-0.2%	-1%	-1%	-4%	2.6%	11%	-5%	-10%	19%
COC(=O)c1nc(N)sc1-c1ccc(OC)cc1	2.5%	0%	2%	-4%	1.3%	8%	2%	-2.4%	12%
CCO[C@@H]1OC(C(=O)Nc2ccccc2)=C[C@H](c2csc3ccccc23)[C@H]1CCCO	2.3%	2%	-6%	-8%	24%	3%	2%	-7.5%	-3%
Cc1nc2ccc(N)cc2c(=O)n1Cc1ccc(Cl)cc1	-1.0%	-1%	1%	2%	0.7%	4%	3%	-24%	20%
COc1ccc(NC(=O)C(c2ccc(C)cc2)N(C)C(=O)CNC(C)=O)cc1 (configuration not stated)	-0.5%	-2%	4%	-6%	1.1%	4%	1%	-1.6%	0%
COc1ccc(NC(=O)CCCNC(=O)c2ccc(Cl)cc2)c(OC)c1	2.3%	3%	0%	0%	1.7%	3%	-6%	.	11%
N#Cc1ccc(N2Cc3ccccc3C2=NC(=O)c2cccnc2Cl)cc1	-1.1%	-2%	0%	-5%	0.5%	-3%	10%	-3.0%	2%
COc1ccc(S(=O)(=O)N2CCC(C(=O)NCCCc3ccccc3)CC2)cc1	2.6%	0%	0%	1%	1.6%	-3%	0%	.	10%
Cc1ccc(NC(=O)c2ccc(OC(=O)COc3cccc(Cl)c3)cc2)cc1	1.9%	-4%	1%	-4%	2.2%	8%	8%	-4.2%	10%
COc1ccccc1CNC(=O)C1Cc2cc(S(=O)(=O)N3CCCC3)ccc2N1C(C)=O (configuration not stated)	-1.6%	-7%	-5%	-11%	-0.6%	0%	11%	.	3%
O=[N+]([O-])c1ccccc1S(=O)(=O)NCc1cccnc1	1.1%	-3%	0%	-5%	-1.3%	2%	21%	-1.3%	10%
O=C(/C=C/c1ccc(O)cc1)c1ccc(O)cc1O	-1.0%	-1%	4%	2%	12%	10%	20%	-3.4%	11%
CCCn1c(COc2ccccc2)nc2ccccc21	-0.4%	-9%	0%	-7%	-0.2%	9%	0%	.	3%
CN1C(=O)C(O)(CC(=O)/C=C/c2ccco2)c2ccccc21 (configuration not stated)	-0.4%	6%	9%	.	-0.3%	-1%	-11%	-1.5%	9%
CCCC(=O)Nc1sc(C(=O)Nc2cccc(N)c2)c(C)c1C(=O)OC	-2.8%	0%	7%	1%	9.8%	4%	10%	-8.8%	.
CSCCC(NC(N)=O)C(=O)NCC1CCCCC1 (configuration not stated)	-0.3%	4%	1%	-6%	2.7%	6%	4%	-3.4%	4%
N/C(=N\OC(=O)c1cccc(C(F)(F)F)c1)c1cnccn1	1.0%	-7%	5%	-8%	0.7%	3%	0%	.	18%
C#CCOc1ccc(C2C3=C(CC(C)(C)CC3=O)N(CC(=O)O)C3=C2C(=O)CC(C)(C)C3)cc1	2.4%	-7%	4%	-4%	1.9%	7%	22%	.	7%
COc1cccc(-c2cc(C(=O)NC3CCCCC3)no2)c1	6.4%	-9%	6%	-7%	3.7%	6%	46%	.	5%
CCn1cc(C(=O)O)c(=O)c2cc(F)c(N3CCN(C(=S)Nc4ccc(OC)cc4)CC3)cc21	-0.8%	-2%	-8%	-4%	-1.5%	11%	-12%	.	16%
CN(C)CCn1c(NC(=O)c2ccc(Cl)cc2)nc2ccccc21	-2.3%	-6%	-4%	2%	-1.3%	3%	13%	-6.0%	-4%
O=c1c2ccccc2c(C=Nc2ccc(S(=O)(=O)Nc3ncccn3)cc2)c(O)n1-c1cccc(Cl)c1	2.2%	-14%	4%	.	2.0%	.	25%	-0.8%	1%
COc1ccc(OCC(=O)N2N=C(C(F)F)CC2(O)C(F)F)cc1 (configuration not stated)	0.0%	-7%	12%	-3%	1.4%	1%	-9%	-3.3%	14%
CC(C)OC(=O)C(CC(=O)O)NCc1ccccc1 (configuration not stated)	0.6%	-8%	6%	-4%	1.1%	9%	-1%	-3.2%	-4%
SMILES	HIV fusion peptide	LYP phosphatase	Siah-1 displacement	Dengue-2 NS5 capping	RSV CPE inhibition	MgcRacGAP inhibition	AID2073	XIAP displacement	SV40 large T antigen	others
Cc1nn(C)c2ncc(C(=O)c3cc(F)ccc3O)cc12	0.9%	-3%	-2%	-5%	6.2%	3%	0%	0.5%	-5%
O=C(CSc1n[nH]c(=O)[nH]c1=O)NC1CCCCC1	-0.2%	-9%	-5%	-7%	0.6%	1%	3%	.	16%
O=C(Nc1nnc(Cc2ccc(Cl)cc2)s1)c1cccnc1	1.7%	-6%	14%	11%	2.7%	-5%	3%	-11%	.
O=C(Nc1ccccc1-c1nnn(CC(=O)N2CCN(c3ccccc3)CC2)n1)c1cccs1	1.1%	2%	4%	1%	0.6%	14%	47%	-4.5%	0%
COc1ccccc1CCN=C(N)NS(=O)(=O)c1cc(F)ccc1F	0.7%	-8%	13%	-5%	1.1%	6%	-3%	.	15%
CCn1c(N2CCN(C(=S)Nc3ccc(OC)cc3)CC2)nc2ccccc21	0.1%	-2%	8%	-6%	?	5%	-13%	-0.7%	1%
CCOc1ccc(-c2ncncc2-c2ccc(OC)cc2)c(O)c1	5.3%	4%	0%	-4%	0.2%	5%	3%	-3.2%	6%
O=C(CCC(=O)OCc1ccc([N+](=O)[O-])cc1)Nc1ccccc1Cl	-0.5%	-5%	-4%	.	0.5%	11%	18%	-1.6%	5%
Cc1nc2nc3c(cn2n1)C(=O)CC(c1ccccc1)C3 (configuration not stated)	0.6%	-10%	-3%	9%	.	12%	13%	-5.2%	7%
NC(=O)c1ccc(NC(=O)CSc2nncn2-c2ccccc2)cc1	1.0%	-10%	-1%	-13%	1.4%	8%	-8%	.	4%

A draw from above in order of formula weight, smallest number first.
SMILES	HIV fusion peptide	LYP phosphatase	Siah-1 displacement	Dengue-2 NS5 capping	RSV CPE inhibition	MgcRacGAP inhibition	AID2073	XIAP displacement	SV40 large T antigen	others
Cc1nc2nc3c(cn2n1)C(=O)CC(c1ccccc1)C3 (configuration not stated)	0.6%	-10%	-3%	9%	.	12%	13%	-5.2%	7%
CCOc1ccc(-c2ncncc2-c2ccc(OC)cc2)c(O)c1	5.3%	4%	0%	-4%	0.2%	5%	3%	-3.2%	6%
O=C(Nc1nnc(Cc2ccc(Cl)cc2)s1)c1cccnc1	1.7%	-6%	14%	11%	2.7%	-5%	3%	-11%	.
NC(=O)c1ccc(NC(=O)CSc2nncn2-c2ccccc2)cc1	1.0%	-10%	-1%	-13%	1.4%	8%	-8%	.	4%
COc1ccccc1CCN=C(N)NS(=O)(=O)c1cc(F)ccc1F	0.7%	-8%	13%	-5%	1.1%	6%	-3%	.	15%

Source: PubChem BioAssay
